C2C12 statin = protects C2C12 myotubes from simvastatin toxicity; ATP luminescence, 48 h; scaled: DMSO 0, geranylgeraniol control 100; rescue of ATP level, % at 7.49 µM; 330,000 compounds, 0.78% hits; AID 602340;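 active means mean ATP rescue above about 67%, or every replicate alone reaching that limit, limit read from the data, passing the limit was not always enough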;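 further: myotubes were challenged with 10 µM simvastatin during compound exposure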
Cneo AK release = Cryptococcus neoformans lysis via adenylate kinase release; AID 651654; C. neoformans lysis, adenylate kinase release luminescence, 4 h; normalised: neutral wells 0, clomiphene wells 100; lysis activity, % at 15 µM; 360,000 compounds, 0.2% hits;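 active means mean lysis activity across replicates of at least 80%, whatever share of replicates individually reach that level; inactive means mean lysis activity below 80%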
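Material: C. neoformans cells; Schedule: 4 h static compound exposure, 37 °C, read 1 h post-reagent; Measured by: adenylate kinase release luminescence; Read-out: signal increase indicating cell lysis; Controls: Clomiphene as positive lysis control.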
ERAP1 inh = inhibitors of human ERAP1 aminopeptidase; Q9NZ08; recombinant ERAP1, Leu-AMC fluorescence, 60 min; inhibition, % at 10.7 µM; 340,000 compounds, 0.15% hits;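 active means mean replicate inhibition of at least 30%, or all replicates individually reaching that 30% level; inactive means mean below 30% and not every replicate reaching it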;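 further: 0% = neutral control wells and 100% = L-leucinethiol positive control wells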
Target sequence (Q9NZ08 whole entry, looked up): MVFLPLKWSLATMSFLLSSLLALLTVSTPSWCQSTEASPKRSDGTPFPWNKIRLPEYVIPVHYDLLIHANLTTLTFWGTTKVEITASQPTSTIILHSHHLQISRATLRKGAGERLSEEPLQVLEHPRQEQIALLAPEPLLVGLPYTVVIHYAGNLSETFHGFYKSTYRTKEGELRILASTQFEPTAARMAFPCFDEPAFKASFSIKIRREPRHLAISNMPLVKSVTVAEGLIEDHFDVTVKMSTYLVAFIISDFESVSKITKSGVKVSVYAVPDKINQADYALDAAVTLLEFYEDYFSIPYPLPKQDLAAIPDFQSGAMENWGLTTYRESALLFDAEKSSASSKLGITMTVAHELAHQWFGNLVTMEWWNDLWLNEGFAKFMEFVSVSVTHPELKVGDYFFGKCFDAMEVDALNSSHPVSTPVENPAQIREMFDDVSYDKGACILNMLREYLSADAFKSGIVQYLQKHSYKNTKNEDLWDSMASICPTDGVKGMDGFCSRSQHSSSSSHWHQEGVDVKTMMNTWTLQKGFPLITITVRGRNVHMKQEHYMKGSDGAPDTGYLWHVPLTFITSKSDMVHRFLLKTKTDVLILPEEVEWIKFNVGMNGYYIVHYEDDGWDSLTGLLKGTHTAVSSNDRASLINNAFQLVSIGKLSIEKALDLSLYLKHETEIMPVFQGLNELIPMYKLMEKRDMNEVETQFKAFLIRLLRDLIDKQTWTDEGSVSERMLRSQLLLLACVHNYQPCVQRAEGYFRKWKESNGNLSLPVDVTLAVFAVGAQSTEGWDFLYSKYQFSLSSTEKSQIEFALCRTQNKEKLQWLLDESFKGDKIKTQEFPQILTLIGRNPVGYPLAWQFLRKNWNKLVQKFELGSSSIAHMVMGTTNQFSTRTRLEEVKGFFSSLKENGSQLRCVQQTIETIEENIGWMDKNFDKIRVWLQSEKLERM
XiGFP reactiv = X-chromosome reactivation activator. 360,000 compounds, 0.055% hits. activation, % at 7.58 µM. XiGFP mouse fibroblasts, % GFP-positive cells imaging, 3 d; cells co-treated with 5-aza-dC sensitizer; scaled so ellipticine positive control = 100%;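 active means mean normalized replicate activation at least 10% and every replicate at or above 10%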;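 further: 0% = median of on-plate neutral control wells and 100% = ellipticine 6 µM median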
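Material: XiGFP fibroblasts, SV40-immortalized; Buffer or medium: DMEM containing 5-aza-dC; Compound dosing: single point; Times: 3 days compound exposure.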
SIRT5 block = inhibitors of human sirtuin-5 desuccinylase | Q9NXA8 | Purified SirT5, succinyl-peptide AMC, trypsin-coupled fluorescence | inhibition, % at 15 µM | 330,000 compounds, 1.1% hits; in the data active means inhibition above about 15%
PGC1a acetyl inh = lowers PGC1a acetylation signal in U2OS cells | AlphaScreen anti-acetyl-lysine; with virally co-expressed GCN5 acetyltransferase | inhibition, % at 15.6 µM | 350,000 compounds, 0.17% hits;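 active means every replicate shows inhibition of at least 40%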;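 further: 0% = neutral control wells and 100% = positive control wells; some results beyond the cut were filed as inactive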
LGR2 inh = Drosophila LGR2 receptor signaling inhibition; HEK293 LGR2, CRE-luciferase, bursicon-stimulated, 4 h; inhibition, % at 9.99 µM; 380,000 compounds, 0.35% hits;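 active means drop in luminescence signal, shown as inhibition above about 50% in the replicate tests, limit read from the data, passing the limit was not always enough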;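 further: agonist challenge used bursicon conditioned medium at about half maximal strength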
S100A4 MyoIIA = blocks human S100A4 binding to myosin IIA peptide. S100A4/TAMRA-MyoIIA peptide fluorescence polarization. 360,000 compounds, 0.14% hits. inhibition, % at 10.7 µM. P26447;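 active means mean inhibition of at least 70% across replicates, with every replicate also reaching that level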
Target sequence (P26447 whole entry, looked up): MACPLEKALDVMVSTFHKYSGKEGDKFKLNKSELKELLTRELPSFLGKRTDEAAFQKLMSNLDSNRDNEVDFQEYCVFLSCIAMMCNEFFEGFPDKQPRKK
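Material: S100A4 monomer protein / Buffer or medium: 50 mM HEPES pH 7.2, 10 mM CaCl2, 100 mM KCl / Times: 5 min incubation before reading / Benchmarks: neutral control DMSO, positive control TFP / Reagent: labelled myosin peptide probe, 5 nM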
Starred values were filed as active, the others as inactive; . = no result given. Only part of the results is shown (hit frequency here may not be typical).

SMILES	Cneo AK release	PGC1a acetyl inh	S100A4 MyoIIA	C2C12 statin	XiGFP reactiv	SIRT5 block	LGR2 inh	ERAP1 inh
COc1cccc(NC(=O)N(C)C[C@@H]2Oc3cc(/C=C/c4ccccc4)ccc3S(=O)(=O)N([C@H](C)CO)C[C@@H]2C)c1	49	-6	3	-70	-0.1	2	-6	0
CN(Cc1ccccc1)C(=O)COC(=O)C1CCN(S(=O)(=O)c2ccc(Cl)c(C(F)(F)F)c2)CC1	.	0	0	22	0.0	-3	4	3
CS(=O)(=O)NCCNc1ncc(C(F)(F)F)cc1Cl	.	15	3	-1	0.0	0	11	-2
CCS(=O)(=O)N[C@H]1CC[C@H](CC(=O)N2CCCCC2)O[C@H]1CO	0	-9	1	-13	.	2	.	7
O=C(N[C@@H]1CC[C@@H](CC(=O)N2CCCCC2)O[C@@H]1CO)c1ccccn1	-1	-2	8	-4	0.3	-3	2	0
COCC(=O)Nc1ccc2c(c1)OC[C@@H](C)N(C(=O)c1cnccn1)C[C@@H](C)[C@H](OC)CN(C)C2=O	-4	-9	6	-5	0.5	-3	18	0
O=C(Nn1cnc2ccccc2c1=O)c1ccccc1	.	9	-8	-15	0.1	-1	-21	-4
CC1CN(C(=O)CCC(=O)N2CCOCC2)c2ccccc2O1 (configuration not stated)	1	-4	0	6	0.3	-2	6	2
CC(C)C[C@@H]1NC(=O)[C@H]2C[C@@H](C(=O)NCCCCCN)[C@@H](c3cccc(OCCO)c3)N2C1=O	-3	-8	10	.	.	-2	.	4
O=C(NCc1ccccn1)c1ccccc1OCc1ccccc1Cl	-2	-11	5	12	0.2	.	-18	-1
O=C(O)c1cc(NC(=O)c2ccc(Cl)c([N+](=O)[O-])c2)cc(C(=O)O)c1	.	.	1	.	0.0	-1	-9	11
Cc1cc(=O)oc2cc(OCC(=O)Nc3ccc(S(=O)(=O)N(C)C)cc3)ccc12	-1	-4	-8	.	0.1	-3	-1	.
CN(C)C(=O)C[C@@H]1CC[C@@H]2[C@H](COC[C@H](O)CN2S(=O)(=O)c2ccccc2)O1	6	-1	2	4	-0.1	2	-10	1
COc1ccc(Cl)cc1Nc1nc(-c2sc(NC(=O)c3ccco3)nc2C)cs1	1	4	-10	-37	0.1	-3	5	-1
CCN(CC)S(=O)(=O)c1ccc(C(=O)N(c2ccc(C)cc2)C2C=CS(=O)(=O)C2)cc1 (configuration not stated)	.	1	1	2	2.2	5	0	5
Cc1ccc(CCNC(=O)CCS(=O)(=O)c2cc3c(cc2C)NC(=O)CO3)cc1	0	-6	7	-1	0.1	1	6	5
Cc1cc(=O)n(-c2ccc(Cl)cc2)c(=O)[nH]1	2	-2	4	1	0.0	0	-7	3
COc1ccc(NC(=O)N(C)C[C@H]2Oc3ncc(C#CCC(C)C)cc3C(=O)N([C@H](C)CO)C[C@@H]2C)cc1	-2	1	4	42	-0.8	7	-1	1
COc1ccc(CNC(=O)COC(=O)c2ccc(C)c(S(=O)(=O)N3CCOCC3)c2)cc1OC	-1	-2	-6	10	-0.1	-1	-13	0
Cn1c(=O)cc(OCCCC(=O)NCc2ccc(F)cc2Cl)c2ccccc21	.	.	2	.	0.0	1	7	-1
COC(=O)C1C(=O)C=C(Nc2ccc(F)cc2F)CC1c1ccccc1 (configuration not stated)	.	.	-2	.	0.0	0	-20	4
COCCCn1nnnc1SCC(=O)Nc1ccc2c(c1)OCCO2	5	.	-2	2	0.4	1	.	4
COc1ccc(C)cc1NC(=O)CCS(=O)(=O)c1ccc2c(c1)CCN2C(C)=O	1	.	-1	-5	0.4	1	-35	3
Cc1ccc(S(=O)(=O)Nc2ccc3c(c2)CC(=O)N([C@H](C)CO)C[C@H](C)[C@@H](CN(C)C(=O)Nc2cccc4ccccc24)O3)cc1	1	-11	-12	15	0.0	5	-4	-3
O=C(CN1CCCCCCC1)Nc1cc(Cl)cc(Cl)c1	.	-1	-4	.	0.7	2	18	1

The results go on:
SMILES	Cneo AK release	PGC1a acetyl inh	S100A4 MyoIIA	C2C12 statin	XiGFP reactiv	SIRT5 block	LGR2 inh	ERAP1 inh
CCc1nnc(NC(=O)CSc2nnc(C)n2Cc2ccccc2)s1	5	2	-14	-4	.	1	4	10
O=c1[nH]c(SCc2cccc([N+](=O)[O-])c2)nc2[nH]ncc12	.	.	0	.	0.0	-4	-7	-4
COc1ccc2c3c(n(C)c2c1)[C@@H](CO)N(C(=O)Nc1ccc(F)cc1)CC31CCN(C(=O)c2ccccc2F)CC1	.	-3	-4	.	0.3	-4	28	2
COc1ccccc1-c1ccc2c(c1)O[C@@H](CN(C)C)[C@@H](C)CN([C@H](C)CO)S2(=O)=O	-7	-5	-1	-1	-1.1	-10	11	-2
O=C(NCc1cccs1)C1CC(c2ccc(Cl)c(Cl)c2)=NO1 (configuration not stated)	.	.	1	.	0.1	-4	-13	1
O=C(NCc1cccs1)C1CCN(S(=O)(=O)c2ccccc2F)CC1	.	-9	0	1	.	-1	-14	.
O=S(=O)(NCCSCc1c(Cl)cccc1Cl)c1ccc2c(c1)OCCO2	.	-12	0	14	.	4	-9	4
CC1CN(S(=O)(=O)c2ccc(C(=O)N3CCc4ccccc43)cc2)CC(C)O1 (configuration not stated)	0	1	1	1	-0.6	-3	14	2
C[C@@H]1CN([C@H](C)CO)C(=O)c2cccc(NC(=O)Nc3ccc(C(F)(F)F)cc3)c2O[C@@H]1CN(C)Cc1ccncc1	-1	9	-34	-4	0.2	1	23	0
COC(=O)C[C@@H]1C=C[C@H](NC(=O)Nc2ccc(OC)cc2)[C@@H](CO)O1	.	.	1	.	-0.1	1	18	0
Cc1ccccc1-n1ncc(C(C)NC(=O)c2ccccc2)c1C (configuration not stated)	.	.	1	.	0.3	-2	-14	-1
Cc1ccccc1S(=O)(=O)NCC[C@H]1CC[C@H](NC(=O)C2CCC2)[C@@H](CO)O1	-3	-8	6	1	-0.1	1	3	-3
COc1ccc2c3c([nH]c2c1)[C@H](CO)N(C(=O)c1ccccc1)CC31CN(C(=O)Nc2cccc(F)c2)C1	.	.	1	.	0.1	1	23	4
Cc1cnc(NC(=O)Nc2ccc(OCc3ccccc3)cc2)c(Br)c1	0	.	-18	25	0.0	0	-9	0
Cc1sc2ncnc(SCC(=O)NC3CCCC3)c2c1C	1	.	3	-1	0.0	.	-11	-4
CC1CCc2c(sc(NC(=O)CSc3nnc(-c4ccccc4)o3)c2C#N)C1 (configuration not stated)	-3	-1	.	.	0.1	.	-3	.
CC(C)CN(C(=O)COC(=O)c1ccccc1NCc1ccco1)c1c(N)n(Cc2ccccc2)c(=O)[nH]c1=O	7	7	-1	28	0.0	8	5	-6
Cc1cccc(C)c1OCC(O)CN1CCCCC1 (configuration not stated)	.	-10	-5	.	-0.5	-3	-7	7
O=C(CN1CCN(C(C(=O)Nc2ccc(F)cc2)c2ccccc2)CC1)NC1CC1 (configuration not stated)	2	-3	-5	-18	0.0	-2	-4	-1
CC(C)C#Cc1ccc2c(c1)O[C@H](CN(C)C(=O)c1ccccn1)[C@@H](C)CN([C@H](C)CO)S2(=O)=O	1	-7	4	-5	0.7	2	1	3
CCCC#Cc1ccc2c(c1)O[C@H](CN(C)Cc1ccccc1)[C@@H](C)CN([C@@H](C)CO)S2(=O)=O	.	0	.	-10	-1.2	.	11	.
CCOC(=O)Cc1csc(NC(=O)CSc2nnc(-c3ccncc3)o2)n1	.	-9	3	.	0.0	2	-27	2
Brc1cc2c(cc1Br)OCCOCCOCCO2	1	-16	2	.	0.0	3	4	-1
Cc1ccc2c(c1)C(c1ccccc1)N(C(=O)c1cc3ccccc3oc1=O)CC(=O)N2 (configuration not stated)	0	9	0	19	0.4	6	0	-1
COc1cccc(NC(=O)N(C)C[C@H]2Oc3ncc(C4=CCCCC4)cc3C(=O)N([C@H](C)CO)C[C@H]2C)c1	1	-1	-9	17	0.4	-1	4	5

Brought forward from above: 4 entries, then new ones.
SMILES	Cneo AK release	PGC1a acetyl inh	S100A4 MyoIIA	C2C12 statin	XiGFP reactiv	SIRT5 block	LGR2 inh	ERAP1 inh
CCOC(=O)Cc1csc(NC(=O)CSc2nnc(-c3ccncc3)o2)n1	.	-9	3	.	0.0	2	-27	2
Brc1cc2c(cc1Br)OCCOCCOCCO2	1	-16	2	.	0.0	3	4	-1
Cc1ccc2c(c1)C(c1ccccc1)N(C(=O)c1cc3ccccc3oc1=O)CC(=O)N2 (configuration not stated)	0	9	0	19	0.4	6	0	-1
COc1cccc(NC(=O)N(C)C[C@H]2Oc3ncc(C4=CCCCC4)cc3C(=O)N([C@H](C)CO)C[C@H]2C)c1	1	-1	-9	17	0.4	-1	4	5
CC(=O)C1CCC2C3CCC4=CC(=O)CCC4(C)C3C(O)CC12C (configuration not stated)	0	-7	-2	2	-0.1	2	1	1
C[C@H](CO)N1C[C@H](C)[C@H](CN(C)C)Oc2cc(C#Cc3ccccc3F)ccc2S1(=O)=O	0	17	-1	0	-1.2	-1	4	1
O=C(Cc1ccccc1)NC(c1ccco1)c1c(O)ccc2ccccc12 (configuration not stated)	.	.	-1	.	0.4	-5	13	-1
CCN1C(=O)c2cccc3c(S(=O)(=O)N4CCNCC4)ccc1c23	-3	.	10	3	0.4	-2	-1	-4
Cc1ccc(OCC(=O)Nc2ccccc2C(=O)NC2CC2)cc1C	6	.	-2	.	0.1	-4	-6	1
Cc1cc(Cl)c2oc(C(=O)NC(C)c3ccncn3)c(C)c2c1 (configuration not stated)	-3	-5	0	-6	0.0	-3	-12	2
Cc1cc(C)n2nc(SCc3nnc(-c4ccccc4Br)o3)nc2n1	-2	11	6	5	0.1	4	3	-7
CC(C)c1ccc(/C=C(\NC(=O)c2ccccc2)C(=O)NCCCn2ccnc2)cc1	-2	-4	6	-6	0.0	2	-5	2
O=C(NC1CCCC1)[C@@H]1[C@@H](CO)[C@@H]2Cn3c(cccc3=O)[C@H]1N2C(=O)CC1CC1	1	-10	3	-1	0.1	-1	-13	7
O=C(c1ccc2c(c1)OCO2)N1CC(=O)N2[C@H](CO)[C@@H](c3ccc(C#CCC4CCCC4)cc3)[C@@H]2C1	.	-17	24	.	0.0	7	3	-4
O=C(C[C@H]1CC[C@H]2[C@@H](COC[C@H](O)CN2Cc2cccc(F)c2)O1)NCc1cccc(F)c1	-3	-1	-8	7	0.3	0	15	0
CCN(C(=O)c1ccc(S(C)(=O)=O)cc1)C12CC3CC(CC(C3)C1)C2	.	.	1	.	-0.1	-2	.	3
Cc1ccc(-c2ccc(/C=C(\C#N)C(N)=S)n2C)cc1	.	7	-11	.	-0.1	1	-43	.
CC(C)(C)c1ccc(C(=O)NC(=O)COC(=O)CCS(=O)(=O)c2ccccc2)cc1	0	-5	1	6	0.0	-3	7	2

Some entries already given with just XiGFP reactiv, ERAP1 inh and S100A4 MyoIIA.
smiles	XiGFP reactiv	ERAP1 inh	S100A4 MyoIIA
CC(=O)C1CCC2C3CCC4=CC(=O)CCC4(C)C3C(O)CC12C (configuration not stated)	-0.1	1	-2
O=C(c1ccc2c(c1)OCO2)N1CC(=O)N2[C@H](CO)[C@@H](c3ccc(C#CCC4CCCC4)cc3)[C@@H]2C1	0.0	-4	24
